Compound activity: PubChem BioAssay, several laboratories
AGP1-GFP MLPCN: modulators of TOR pathway AGP1-GFP in S. cerevisiae. S. cerevisiae AGP1-GFP multiplex flow cytometry, 3 h; GFP as percent of DMSO wells. GFP response vs DMSO, % at 10 µM. hit rate 0.02% among 320,000. AID 2066;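 active = GFP response relative to DMSO above a set limit, near screen average plus 3 SD, cut at about 150% in these data; inconclusive = fewer than 70 cells counted for the yeast strain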;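 note: median GFP channel fluorescence of the gated AGP1 strain per well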
MEP2 TOR yeast: alters MEP2-GFP fluorescence in TOR pathway yeast screen. S. cerevisiae MEP2-GFP strain, flow cytometry GFP, 3 h; 100% = DMSO control level. GFP response vs DMSO, % at 10 µM. hit rate 0.51% among 330,000. AID 2016;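 active = GFP response versus DMSO above a set limit, roughly screen mean plus 3 SD, cut at about 180% in these data; inconclusive = fewer than 70 cells counted for a yeast strain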;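 note: median GFP fluorescence of the barcode-gated MEP2-GFP cells per well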
proCasp7 act: counter-screen for procaspase-3 activators: activators of human procaspase-7; activation, % at 8.5 µM; P55210; recombinant procaspase-7, Ac-DEVD-pNA absorbance 405 nm; D23A/D198A/D206A triple mutant, cannot self-cleave; scale: DMSO 0, 5 µM enzyme 100; hit rate 0.093% among 330,000;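 active = percent activation above the screen-wide mean plus 3 SD, cut at about 25% in these data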
Target sequence (P55210 whole entry D23A/D198A/D206A): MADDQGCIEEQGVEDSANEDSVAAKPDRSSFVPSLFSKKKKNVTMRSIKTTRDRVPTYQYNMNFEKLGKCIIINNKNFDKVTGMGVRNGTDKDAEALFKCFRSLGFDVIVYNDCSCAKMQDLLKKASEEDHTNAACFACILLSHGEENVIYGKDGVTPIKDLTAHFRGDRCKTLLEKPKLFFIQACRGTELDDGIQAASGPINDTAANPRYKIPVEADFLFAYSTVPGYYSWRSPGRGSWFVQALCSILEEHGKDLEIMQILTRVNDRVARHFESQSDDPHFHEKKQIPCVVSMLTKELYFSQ
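Assay system: Uncleavable procaspase-7 mutant enzyme | Input: 2 µM procaspase-7 mutant as dispensed | Timing: 1 h compound preincubation, 2 h substrate cleavage, 25 °C | Repeats: One well per compound | Control set: DMSO wells as 0%, DMSO with 5 µM added PC-7 as 100% | Technique: Epi-absorbance of released pNA at 405 nm, two timepoints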
AHR act: human AHR activation; P35869; AHR-responsive luciferase reporter cells, luminescence; activation, % at 5 µM; hit rate 2.5% among 320,000; in the data active = activation above about 47%;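 note: 0% = vehicle wells and 100% = reference agonist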
CIT2 TOR yeast: alters CIT2-GFP fluorescence in TOR pathway yeast screen; GFP response vs DMSO, % at 10 µM; S. cerevisiae CIT2-GFP strain, flow cytometry, 3 h; 100 means same as DMSO wells; hit rate 0.065% among 320,000; AID 2029;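 active = GFP response relative to DMSO above a set limit, near the screen mean plus 3 SD, cut at about 150% in these data; inconclusive = Fewer than 70 cells measured for a yeast strain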;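 note: ratio of well median GFP fluorescence to mean of DMSO wells on the plate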
proCasp3 act: activates human procaspase-3; activation, % at 8.5 µM; hit rate 0.11% among 330,000; recombinant procaspase-3 D3A, Ac-DEVD-pNA absorbance 405 nm; AID 463141;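 active = activation above the mean of all tested compounds plus 3 SD, cut at about 21% in these data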;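 note: 0% = DMSO alone and 100% = DMSO wells spiked with extra 5 µM PC-3 D3A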
Target sequence (P42574 whole entry D9A/D28A/D175A): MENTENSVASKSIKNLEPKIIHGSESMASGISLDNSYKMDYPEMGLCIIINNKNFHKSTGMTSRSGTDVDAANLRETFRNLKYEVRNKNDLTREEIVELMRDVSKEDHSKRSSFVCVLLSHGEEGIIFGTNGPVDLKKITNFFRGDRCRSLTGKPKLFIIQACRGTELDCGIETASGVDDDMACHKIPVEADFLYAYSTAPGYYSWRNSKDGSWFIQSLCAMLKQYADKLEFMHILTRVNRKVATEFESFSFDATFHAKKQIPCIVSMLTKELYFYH
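Evaluation: percent activation relative to control range; Material: Procaspase-3 D3A mutant, all three cleavage aspartates alanine; Compound: single dose, 8.5 µM nominal compound, 0.8% DMSO; Replication: one well per compound; Signal: absorbance at 405 nm, 0 and 120 min; Schedule: 1 h preincubation plus 2 h reaction at 25 °C.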
RPL19A TOR yeast: yeast TOR pathway RPL19A-GFP modulation. S. cerevisiae RPL19A-GFP strain, flow cytometry, 3 h; active compounds read low. percent response vs DMSO, % at 10 µM. hit rate 0.3% among 330,000. AID 2025;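 active = percent response vs DMSO below 50%; inconclusive = fewer than 70 events counted for the yeast strain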;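 note: median channel GFP fluorescence of the barcoded RPL19A-GFP strain; ratio of sample median GFP to plate DMSO average so 100% = DMSO; lower means less RPL19A-GFP as with rapamycin TOR inhibition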
LAP4-GFP MLPCN: yeast TOR pathway LAP4-GFP modulation. GFP response vs DMSO, % at 10 µM. S. cerevisiae LAP4-GFP multiplex, flow cytometry GFP, 3 h; median GFP as percent of DMSO wells. hit rate 0.34% among 320,000;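 active = GFP response vs DMSO above a set limit, about the screen mean plus 3 SD, cut at about 150% in these data; inconclusive = under 70 cell events counted for the yeast strain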
Starred values were filed as active, the others as inactive; u = inconclusive; x = not tested or not shown; [ ] = remark or other dose. Rows were taken by chance; 3.5% or so of the library scored in one or more.

mol,AGP1-GFP MLPCN,MEP2 TOR yeast,proCasp7 act,AHR act,CIT2 TOR yeast,proCasp3 act,RPL19A TOR yeast,LAP4-GFP MLPCN
COc1cc(SC)ccc1C(=O)N1CCN(c2ccc(O)cc2)CC1,94,95,-10,-1,83,7,96,95
Cc1ccc(C)c(NC(=O)CCn2nc(C)cc2C)c1,75,78,12,4,81,-1,86,77
COC(=O)c1ccc(NC(=O)C(=O)c2cn(CC(=O)N3CCOCC3)c3ccccc23)cc1,45,99,4,-2,96,12,93,95
CCn1c(NC(=O)c2cccc(Cn3cc(Cl)cn3)c2)nc2ccccc21,101,98,-4,40,103,4,100,101
COC(=O)CC(NC(=O)C1CC1)c1ccc2c(c1)OCO2 (configuration not stated),115,97,7,2,115,2,102,103
CC1CCC(NC(=O)Cn2c(=O)oc3ccccc32)CC1 (configuration not stated),90,86,2,4,93,-3,89,84
CC(C)[C@H](NC(=O)c1ccco1)C(=O)NCc1ccccc1,99,103,9,0,109,4,106,95
Cc1oc(C(=O)O)cc1COc1cccc2cccnc12,95,107,6,2,96,-6,94,103
Cc1cc(N)n(-c2ncnc3scc(-c4ccc(Cl)cc4)c23)n1,107,103,7,1,92,2,99,97
O=C(O)c1ccccc1-c1ccc(/C=C2\SC(=O)N(c3ccccc3)C2=O)o1,96,108,-8,3,93,0,105,105
CCc1c(C2(O)CCCCC2)[nH]c2cnccc12,91,99,9,-2,95,6,95,84
CCO[C@H]1OC(C(N)=O)=C[C@@H](C(C)(C)C)[C@@H]1CCCO,86,88,6,-1,86,-9,91,121
CCc1cc2c(CN3CCN(C)CC3)cc(=O)oc2cc1O,90,101,19,2,x,16,99,85
O=C1CCC/C(=N\NC(=O)c2ccc(NS(=O)(=O)c3ccc(Br)cc3)cc2)C1,99,110,-1,1,104,-7,101,101
COc1ccc(C(=O)NCc2cnn(C)c2)cc1OC1CCN(C(C)C)CC1,105,106,8,1,104,8,106,92
CC(=NC1CC1)C1=C(O)c2ccccc2C1=O,93,103,-3,-1,88,-7,96,99
CC1(C)N=C(c2ccccc2)C(=O)N1,106,112,-11,3,98,2,103,109
CCc1cc2c(=O)c(-c3nc4ccccc4n3C)c(C)oc2c(CN(CC)CC)c1O,103,105,13,-1,99,0,98,103
CCOC(=O)C(=NC1CCS(=O)(=O)C1)NNc1cc(Cl)ccc1Cl (configuration not stated),108,100,-3,1,111,10,102,97
CN1CCN(C(=O)CCc2ccc(S(=O)(=O)NC3CCCCC3)cc2)CC1,99,98,2,0,104,-4,97,101
CC(C)CNC(=S)NC(=O)c1ccc(Cl)cc1Cl,100,104,-2,4,92,8,108,97
O=C(NCCO)c1ccc(-c2nnc(Nc3ccc(O)cc3)c3ccccc23)cc1,99,95,-5,2,95,7,100,96
Cn1ccnc1Sc1ccccc1[N+](=O)[O-],101,107,4,3,95,3,99,89
O=C(CCc1nc2ccccc2c(=O)[nH]1)NCc1ccccn1,106,98,-1,1,103,3,96,98
Cc1ccc(NC(=O)COC(=O)c2c(-c3ccccc3)noc2C)c(C)c1,103,102,-2,1,96,9,100,107
c1ccc(Cn2c(NCc3ccco3)nc3ccccc32)cc1,100,94,-10,3,104,1,97,89
O=C1Cn2c(nc3ccccc32)N1c1ccccc1F,106,101,2,6,104,10,96,100
O=C(CSc1ccc(Cl)cc1)NCc1ccco1,100,96,4,-2,85,-4,98,93
CCOC(=O)N1CCN(C(=O)Cc2ccccc2OC)CC1,93,109,-5,2,97,5,106,90
CC1(C)CC(=O)C2=C(C1)N(c1ccccc1)C(=O)C2(O)C(F)(F)F (configuration not stated),86,94,-1,23,88,1,108,102

Quoted at random: 3 records from the list.
mol,AGP1-GFP MLPCN,MEP2 TOR yeast,proCasp7 act,AHR act,CIT2 TOR yeast,proCasp3 act,RPL19A TOR yeast,LAP4-GFP MLPCN
CCc1cc2c(CN3CCN(C)CC3)cc(=O)oc2cc1O,90,101,19,2,x,16,99,85
CC(=NC1CC1)C1=C(O)c2ccccc2C1=O,93,103,-3,-1,88,-7,96,99
CCOC(=O)C(=NC1CCS(=O)(=O)C1)NNc1cc(Cl)ccc1Cl (configuration not stated),108,100,-3,1,111,10,102,97

Following part
mol,AGP1-GFP MLPCN,MEP2 TOR yeast,proCasp7 act,AHR act,CIT2 TOR yeast,proCasp3 act,RPL19A TOR yeast,LAP4-GFP MLPCN
COC(=O)c1ccc(OCc2nn[nH]n2)cc1,96,104,-1,-2,104,1,96,92
O=C(CC1SC(N2CCCCC2)=NC1=O)Nc1ccc(C(=O)NCc2ccccc2)cc1 (configuration not stated),103,104,17,-2,113,-1,102,92
COc1ccc(NC(=O)COC(=O)CCSc2ccccc2)cc1,94,98,-15,3,95,2,102,95
CN1CCN(c2ccc(NC(=O)CSc3nnnn3-c3ccccc3F)cc2)CC1,93,103,-4,10,95,-8,97,90
COc1cccc(CN2CC(C(=O)N(C)CCc3ccccc3)CCC2=O)c1 (configuration not stated),112,116,1,0,113,3,108,101
CC(C)CN(CCCNC(=O)CN1C(=O)COc2ccc(S(=O)(=O)N3CCC(C)CC3)cc21)CC(C)C,110,100,4,-1,100,4,98,97
COc1ccc(C(=O)c2c[nH]c(C(=O)NCc3ccco3)c2)cc1,u,u,15,10,u,2,u,u
CCOC(=O)c1cnc2c(C#N)c(C)nn2c1C,26[may fluoresce violet],343*[may fluoresce violet],18,0,u,0,53[may fluoresce violet],94[may fluoresce violet]
CCOC(=O)N1CCN(C2CCCN(C(=O)c3cccc(N(C)C)c3)C2)CC1 (configuration not stated),100,107,10,2,100,0,99,91
CCC[N+](CC#CCO)(CC#Cc1ccccc1)CCC,110,99,8,-2,96,-2,98,110
Cc1sc(NC(=O)c2ccccc2)c(C(=O)NC(C)C)c1C,85,82,8,-1,88,7,87,87
Cc1ccc(C(=O)Nc2ccc(C(=O)N3CCCCC3)cc2)cc1,97,103,-11,5,101,5,101,87
O=C(COC(=O)Cc1ccsc1)NNC(=O)c1ccccc1,102,104,9,-1,118,6,102,91
CN(CC(=O)NCc1ccc(F)cc1)S(=O)(=O)c1ccc(Br)s1,16,162,3,-1,95,3,78,88
O=C(Cn1cc2c(n1)CCCCC2)N1CCc2ccccc21,103,111,-9,24,94,4,103,102
CC(NC(=O)c1cc(COc2cccc(C(F)(F)F)c2)on1)c1nccs1 (configuration not stated),100,103,9,31,95,10,100,108
COc1ccc(/C=C(\NC(=O)c2ccccc2)C(=O)NCc2ccco2)cc1,92,90,-9,2,96,6,97,86
O=C(Nc1cccnc1)c1cc(-c2cccs2)on1,90,94,-4,9,105,-3,92,97

Profiles from above. Screens in order: AGP1-GFP MLPCN	MEP2 TOR yeast	proCasp7 act	AHR act	CIT2 TOR yeast	proCasp3 act	RPL19A TOR yeast	LAP4-GFP MLPCN
O=C(COC(=O)Cc1ccsc1)NNC(=O)c1ccccc1 reads 102	104	9	-1	118	6	102	91
Cc1sc(NC(=O)c2ccccc2)c(C(=O)NC(C)C)c1C reads 85	82	8	-1	88	7	87	87
CCOC(=O)c1cnc2c(C#N)c(C)nn2c1C reads 26[may fluoresce violet]	343*[may fluoresce violet]	18	0	u	0	53[may fluoresce violet]	94[may fluoresce violet]
CCC[N+](CC#CCO)(CC#Cc1ccccc1)CCC reads 110	99	8	-2	96	-2	98	110
COc1ccc(/C=C(\NC(=O)c2ccccc2)C(=O)NCc2ccco2)cc1 reads 92	90	-9	2	96	6	97	86

Some of the entries so far, with values under each structure:
Below each compound: AGP1-GFP MLPCN	MEP2 TOR yeast	proCasp7 act	AHR act	CIT2 TOR yeast	proCasp3 act	RPL19A TOR yeast	LAP4-GFP MLPCN
- O=C(CC1SC(N2CCCCC2)=NC1=O)Nc1ccc(C(=O)NCc2ccccc2)cc1 (configuration not stated)
  103	104	17	-2	113	-1	102	92
- COc1ccc(NC(=O)COC(=O)CCSc2ccccc2)cc1
  94	98	-15	3	95	2	102	95
- CN1CCN(c2ccc(NC(=O)CSc3nnnn3-c3ccccc3F)cc2)CC1
  93	103	-4	10	95	-8	97	90
